# Large T inhibition = SV40 large T antigen inhibitors, biochemical (AID 1903) | SV40 large T antigen ATPase/helicase inhibition assay; higher % means a stronger effect | one-dose inhibition, % at 20 µM; IC50 in µM for titrated hits | 310,000 tested, 0.39% active; in the data active = a potency from the dose series; inconclusive = inhibition mostly from about 32% at the one dose, without a potency; inactive = the rest, 99 in 100 with inhibition below about 32%; note: strong numbers were not always called active
# K1F lysis inhibition = inhibition of K1F phage lysis, E. coli UTI89, bacterial capsule biogenesis inhibitors, alamar blue (AID 488966); E. coli UTI89 K1F phage lysis, alamar blue, 2 h; higher % means a stronger effect; inhibition, % at 100 µM, or IC50 in µM where a hit was titrated; 340,000 tested, 0.02% active;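 active = phage lysis inhibition, versus mean bacterial control, above a set limit; inconclusive = no clear call, values can overlap the other calls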;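 note: capsule biogenesis inhibitors block K1F phage lysis so surviving cells raise fluorescence; higher fluorescence means more inhibition of phage lysis; actives were called in the ten point dose series up to 300 µM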
# RSV CPE inhibition = RSV antiviral activity via CPE protection, HEp-2 cells, primary 10 µM value included (AID 2391); HEp-2 cells, RSV-induced CPE inhibition; higher % means a stronger effect; CPE inhibition, % at 10 µM; hits with a dose series show IC50 in µM; 310,000 tested, 0.13% active; in the data active = a potency from the dose series; inconclusive = CPE inhibition mostly from about 23% at the one dose, without a potency; inactive = the rest, 99 in 100 with CPE inhibition below about 21%; note: strong numbers were not always called active
# HIV peptide binding = inhibitors of HIV fusion peptide binding, primary screen, biochemical, uHTS, fluorescence dequenching (AID 1986); cell-free peptide binding, fluorescence dequenching, 30 min; higher % means a stronger effect; one-dose inhibition, % at 20 µM; IC50 in µM for titrated hits; 290,000 tested, 0.3% active; in the data active = inhibition mostly above about 52%, no sharp cut-off; inactive = mostly below about 76%; note: some results filed as inactive read as strong as hits
# GPR55 LPI antagonism = GPR55 antagonists blocking LPI-driven arrestin recruitment, primary screen, imaging, U2OS, beta-arrestin-GFP, LPI agonist (AID 2013) | U2OS GPR55 beta-arrestin-GFP translocation imaging, LPI antagonism; higher % means a stronger effect | G-protein coupled receptor 55 (Homo sapiens) | one-dose inhibition, % at 10 µM; IC50 in µM for titrated hits | 290,000 tested, 0.13% active;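 active = spots per cell inhibited over 60%, with over 100 cells counted and total cytoplasm intensity under 500,000; inconclusive = wells with under 100 cells, flagged as likely toxic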;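 note: U2OS cells stably carrying GPR55 and arrestin-GFP stimulated by 5 µM LPI near EC80; imaged beta-arrestin-GFP aggregate spots per cell after agonist stimulation; plate controls were LPI-stimulated DMSO wells for no effect and DMSO wells without LPI for full effect; some results filed as inactive read as strong as hits; confirmed hits need IC50 under 10 µM and bright autofluorescent wells are also inconclusive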
# GPR35 antagonists = GPR35 antagonists blocking zaprinast-driven arrestin recruitment, primary screen, imaging, U2OS, beta-arrestin-GFP, zaprinast agonist (AID 2058); U2OS GPR35 beta-arrestin-GFP translocation imaging, zaprinast antagonism; higher % means a stronger effect; inhibition, % at 10 µM, or IC50 in µM where a hit was titrated; 290,000 tested, 0.052% active;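 active = inhibition of at least 50% with at least 30 cells and total cytoplasm GFP at most 10,000,000; inconclusive = under 30 cells or total GFP of 10,000,000 plus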
# Salmonella PhoP GFP = inhibitors of PhoP regulon expression, primary screen, Salmonella Typhimurium, GFP reporter (AID 1863); S. Typhimurium PhoP-regulated promoter GFP reporter, 4 h; higher % means a stronger effect; 300,000 tested, 0.16% active; inhibition, % at 50 µM, or IC50 in µM where a hit was titrated;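 active = inhibition over 29.93%, a cutoff 3 SD above the screen mean, later confirmed by dose response; inconclusive = inhibition over 29.93% but no dose response follow-up; inactive = inhibition at most 29.93% or unconfirmed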;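 note: 0% = low Mg2+ inducing control and 100% = high Mg2+ repressing control; strong numbers were not always called active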
# MgcRacGAP inhibition = MgcRacGAP GTPase-activating activity inhibitors, confirmation, biochemical, ADP Hunter fluorescence. Rac GTPase-activating protein 1 (Homo sapiens). MgcRacGAP-stimulated Rac1 GTP hydrolysis, ADP Hunter fluorescence; higher % means a stronger effect; GST-tagged Rac1 F28L mutant substrate. one-dose inhibition, % at 30 µM; IC50 in µM for titrated hits. 340,000 tested, 0.6% active. AID 624330, 2012;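 active = first-screen hits whose inhibition reached a set limit at any dose in the follow-up dose series; inconclusive = inhibition above the set first-screen limit but never retested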;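 note: fluorescence reports GDP produced by GAP-driven GTP hydrolysis; strong numbers were not always called active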
# NS5 inhibitors = Dengue-2 NS5 methyltransferase inhibitors, primary screen, biochemical, confirmation dose response (AID 588689); Dengue-2 NS5 methyltransferase capping enzyme assay, biochemical; higher % means a stronger effect; inhibition, % at 25 µM; hits with a dose series show IC50 in µM; 340,000 tested, 0.3% active; in the data active = a potency from the dose series; inconclusive = inhibition above about 29% without an active follow-up result
# Numbers without * were called inactive; i = inactive; ? = inconclusive; . = not tested or not shown; [ ] = remark or other dose.
SMILES | Large T inhibition | K1F lysis inhibition | RSV CPE inhibition | HIV peptide binding | GPR55 LPI antagonism | GPR35 antagonists | Salmonella PhoP GFP | MgcRacGAP inhibition | NS5 inhibitors
CCN1CCN(CCNC(=O)c2ccc3c(c2)N(Cc2ccc(F)cc2)C(=O)c2ccccc2S3=O)CC1 (configuration not stated) | 6.8% | 3.5% | -0.4% | -3.0% | -10.7% | -10.2% | 3.4% | 2.8% | -0.9%
Cc1onc(C(=O)Nc2c(C)n(C)n(-c3ccccc3)c2=O)c1[N+](=O)[O-] | 16.8% | 0.1% | 0.0% | -2.0% | 6.1% | 5.2% | 0.0% | 14.3% | -6.3%
CCc1nc2ccccc2n1CC(=O)Nc1cc(C)on1 | 7.2% | -0.5% | 0.9% | -0.5% | -4.1% | -4.4% | -3.2% | 0.6% | -8.0%
Cc1ccc(-n2c(NN)nc3ccccc3c2=O)c(C)c1 | 1.5% | -5.8% | 0.6% | 0.7% | 6.1% | 2.7% | 7.1% | -0.7% | -6.6%
Fc1ccc(-c2nnc3sc(C4COc5ccccc5O4)nn23)cc1 (configuration not stated) | -0.9% | 12.6% | 7.1% | -2.1% | 1.1% | 13.9% | -0.6% | 2.4% | -5.7%
CCN(CC)C(=O)Cn1c(=O)n(CCCC(=O)NCc2ccc3c(c2)OCO3)c(=O)c2sccc21 | 19.9% | -0.2% | 2.4% | 0.0% | -9.0% | -5.8% | 2.4% | 4.7% | -3.3%
Cc1cccc(Cn2nc(C)cc2NC(=O)CCCn2ccc([N+](=O)[O-])n2)c1 | 19.9% | 0.2% | -0.2% | -1.2% | 6.8% | 19.7% | 2.7% | 4.8% | 0.0%
CCCC(c1nnnn1Cc1ccc(F)cc1)N1CCN(C)CC1 (configuration not stated) | 2.8% | -2.5% | 1.1% | 0.9% | -12.5% | 11.6% | 6.4% | 3.2% | -2.9%
Cc1ccc2oc(C(Cl)(Cl)Cl)cc(=O)c2c1 | 25.1% | 1.2%[50 µM] | 18.0% | 0.7% | 20.4% | 4.8% | 4.3% | 3.7% | -6.5%
COc1ccc(N2CC(C(=O)Nc3nc(-c4ccccc4)c(C(C)=O)s3)CC2=O)c(OC)c1 (configuration not stated) | 3.7% | -0.7%[50 µM] | -0.3% | . | . | . | 4.3% | 6.1% | -7.9%
CCOC(=O)N1CCN(S(=O)(=O)c2ccc(C(=O)Nc3nc4ccc(F)cc4s3)cc2)CC1 | 1.1% | 0.3% | -0.6% | -1.0% | -5.2% | -3.6% | -7.4% | 4.7% | -0.7%
O=C(CCN1C(=O)/C(=C/c2ccc(Cl)cc2)SC1=S)NCCCn1ccnc1 | 5.9% | 0.4% | -0.8% | -4.6% | 14.0% | -11.5% | -0.5% | 6.4% | -4.4%
O=S(=O)(N/N=C1/CC(c2ccccc2)Oc2ccccc21)c1ccc(Br)cc1 (configuration not stated) | -3.4% | 0.0% | 16.7% | 0.9% | 14.5% | 1.8% | 18.3% | 4.1% | -3.9%
Cc1cccc(OCC(=O)OCC(=O)N2CCCc3ccccc32)c1C | . | 0.2%[50 µM] | 0.8% | . | . | . | . | -3.0% | 5.3%
Cc1cccc(C2c3[nH]c4ccccc4c3CCN2C(=O)CN2CCOC2=O)n1 (configuration not stated) | 23.7% | 0.2% | 0.1% | 4.1% | 13.8% | 8.5% | -10.7% | 8.1% | .
C=C1CCN([C@@H](C)C(=O)OCc2ccc(C)cc2)S(=O)(=O)c2ccccc21 | 2.9% | -0.9% | -0.4% | -1.2% | 5.9% | -24.1% | -3.4% | 4.2% | 0.0%
O=C(NC1=NCCS1)C1CCCCC1 | 7.3% | 0.4% | -1.1% | 1.4% | 0.9% | 9.0% | 6.8% | 5.3% | -2.3%
COc1ccccc1/C=C/C(=O)NC(=S)Nc1ccccn1 | -3.1% | 0.1% | -1.0% | -1.0% | 7.1% | 10.8% | 14.4% | 14.2% | 3.4%
Cc1ccc(C(C)C)c(OCC(=O)Nc2cccc(S(=O)(=O)NC3=NCCCCC3)c2)c1 | 0.5% | 0.0% | 13.4% | -0.9% | -2.2% | 12.5% | 4.5% | 1.9% | -7.1%
Cc1ccc(NC=C(S(=O)(=O)c2ccccc2)S(=O)(=O)c2ccccc2)c(C)c1 | -1.2% | 0.0% | 2.8% | -1.0% | 30.4% | -1.8% | 3.0% | 9.8% | -5.5%
COC(=O)c1sccc1NC(=O)CSc1ccccc1NS(=O)(=O)c1ccc(F)cc1 | 7.8% | -0.5% | ? | 1.0% | 15.2% | 8.0% | 3.3% | 1.1% | -4.0%
Cn1c(SCc2ccc([N+](=O)[O-])cc2)nnc1-c1cccnc1 | 3.9% | -0.2% | -0.4% | 1.5% | 13.6% | 2.4% | 0.1% | 13.1% | 0.9%
Cc1ccc(S(=O)(=O)Oc2ccc(/C=C3/C(=N)N4C(=NC3=O)SN=C4S(C)(=O)=O)cc2)cc1 | ? | 0.1% | -0.3% | 16.9µM* | -6.7% | -5.7% | -5.0% | 36.6% | 8.0%
CCC(C)NC(=O)C1CCCN1S(=O)(=O)c1ccc(Cl)cc1 (configuration not stated) | 0.8% | i | 2.7% | -1.2% | 1.5% | 2.9% | 4.3% | 3.1% | -6.9%
Cc1ccc(S(=O)(=O)/N=C(/c2ccccc2)N(C)C)c(C)c1 | 2.7% | 0.1% | 0.4% | -1.0% | -3.6% | 14.8% | -11.3% | 6.8% | 0.8%
CCOc1ccc2[nH]cc(S(=O)(=O)c3ccc(C)cc3)c(=O)c2c1 | 2.0% | 0.4% | 0.9% | -1.1% | 16.3% | -11.5% | 1.6% | 11.5% | -0.7%
Cc1cccc(NC(=O)CSc2nnc(NC(=O)CN3CCOCC3)s2)c1 | 12.9% | 0.3% | -0.2% | -1.1% | -3.9% | -19.2% | 12.9% | 7.4% | -4.9%
O=C(OCC(=O)N1CCc2ccccc21)c1cccnc1 | 5.8% | -0.1% | 6.6% | 0.9% | -3.4% | 19.9% | -0.7% | 4.9% | -9.6%
CC1(C)OCC(COC(=O)Nc2cccnc2)([N+](=O)[O-])CO1 | 1.6% | 0.2% | 8.2% | 0.4% | -6.3% | 6.8% | -7.8% | 11.3% | 4.6%
CCSc1nc(=S)n(Cc2ccccc2)c(C)c1C(C)=O | 13.6% | 3.1% | 5.3% | 3.7% | 1.1% | -1.7% | -12.2% | 6.2% | -7.7%
CCNC(=O)N1C(=O)C2(OCCO2)c2ccccc21 | 13.9% | 0.7% | 1.2% | 1.6% | -5.1% | 16.6% | -14.9% | 0.3% | -9.0%
COc1cccc(NC(=O)[C@H](NC(=O)[C@@H]2Cc3ccccc3CN2)c2ccccc2)c1 | 16.3% | 0.1% | -0.6% | 2.1% | 16.0% | -9.3% | -3.7% | 6.8% | -10.5%
O=C(CSc1nnc(C2CCCCC2)n1Cc1ccccc1)NCc1ccco1 | 9.0% | -0.6% | 5.3% | 4.4% | -1.4% | -1.6% | -1.4% | 6.2% | -8.9%
Cc1ccc(NC(=O)C2CCCNC2=O)nc1 (configuration not stated) | -1.1% | 0.0% | 1.6% | 1.2% | 10.8% | 15.1% | -10.8% | 8.3% | -7.4%
Cc1cc([N+](=O)[O-])nn1CC(=O)NC1CCCCC1 | 10.0% | 0.7% | 2.9% | 0.8% | 10.5% | -7.1% | 3.6% | 3.4% | -7.3%
Cc1ccc(Cn2ccsc2=NC(=O)COC(=O)c2ccc(O)cc2O)cc1 | 26.1% | 0.5%[50 µM] | 20.0% | -0.4% | -1.6% | -5.2% | 0.3% | 12.3% | -3.9%
Cc1cccc(C)c1N=Nc1c(C)cc(O)cc1C | 12.6% | 0.1% | -1.3% | -2.3% | 9.1% | -11.5% | -1.8% | 20.1% | -4.0%
O=C(O)Cn1nnc2ccccc21 | 13.7% | 0.8%[50 µM] | 3.4% | -0.8% | 3.3% | -1.0% | 1.6% | 1.9% | -8.6%
CCc1noc(C)c1C(=O)NNC(=O)c1ccc(N(CC)CC)cc1 | . | -0.1%[50 µM] | 3.8% | . | . | . | . | -4.2% | -17.6%
CCOC(=O)c1c2c3c(c(Cl)ccc3[nH]c1=O)C(=O)c1ccccc1-2 | 0.7% | . | . | -0.3% | 16.3% | -6.1% | -0.2% | . | .
CC1=CC(=O)C(C(C)C)=C/C1=N\OC(=O)c1cccc2nc(C)oc12 | 5.5% | 1.2%[50 µM] | 5.6% | 0.8% | 6.1% | 2.8% | -0.8% | 11.6% | -4.6%
Cc1ccc(SCC(=O)N2CCc3ccccc32)cc1 | 4.7% | 0.8% | 1.2% | -3.4% | -9.1% | 8.3% | 2.9% | 10.9% | 1.1%
Cc1ccc(C(=O)c2oc3ccccc3c2NC(=O)c2cc(-c3cc(C)ccc3O)n[nH]2)cc1 | 4.6% | 0.4% | 2.3% | -1.6% | 19.1% | 8.2% | -3.1% | 1.1% | -1.5%
O=C(Nc1ccc2oc(-c3ccncc3)nc2c1)c1ccc(F)cc1 | 16.8% | -0.1% | ? | -1.2% | -9.6% | -3.7% | -7.3% | 1.0% | -1.5%
CCOCCCNC(=O)Cc1ccc(Br)cc1 | 11.3% | 2.7% | 1.2% | 0.3% | -7.1% | 0.6% | -10.9% | 8.9% | -2.2%
CC(C)(C)C1CCC(=NNC(=S)Nc2cccnc2)CC1 (configuration not stated) | 24.2% | -0.2% | 1.2% | -2.0% | 1.5% | -0.9% | 2.9% | 3.6% | -0.7%
COc1ccnc(Oc2ccccc2)c1C(N)=O | 4.3% | -0.7% | -0.1% | -2.0% | 17.6% | 2.7% | -8.5% | 0.7% | -11.1%
CC(=O)N(C)c1ccc(OCC(O)CN(Cc2ccco2)S(=O)(=O)c2ccc(C)cc2)cc1 (configuration not stated) | 3.7% | 1.2% | 6.7% | -0.2% | -24.2% | -7.8% | -13.7% | 9.4% | -6.6%
O=C(Nc1ccccc1N1CCCC1)C1CCN(S(=O)(=O)c2cccc(C(F)(F)F)c2)CC1 | 9.1% | 1.4%[50 µM] | 0.6% | . | . | . | 0.3% | 3.8% | -3.6%
CCn1c(=O)cc(SCC(=O)Nc2ccc3c(c2)OCO3)c2ccccc21 | 26.6% | 1.3% | 0.7% | -3.0% | -9.7% | 0.2% | -5.0% | 5.0% | -6.4%
O=C(CSc1nc2ccccc2c(=O)[nH]1)N1CCCCC1 | 1.2% | -1.2% | -0.3% | -0.9% | -4.0% | -10.9% | -8.4% | -0.2% | -1.4%

# Screening data deposited in PubChem BioAssay by several laboratories.
